# Menin MLL FP TR: qHTS Assay for Inhibitors Targeting the Menin-MLL Interaction in MLL Related Leukemias: Competition With Texas Red Labeled MLL-derived Mutant Peptide | O00255 | Menin + Texas Red MLL mutant peptide, fluorescence polarization | Potency, µM (top dose mostly 61.6 µM), inactives show top-dose FP activity change, negative = inhibition, hits mostly inhibitors | actives 0.23% (n = 270,000) | AID 1768, 2009; active = well fitted inhibition curve with a large enough effect in the polarisation, with a control signal flat, not every such curve was filed as active; inconclusive = small, poorly fitted or top-dose-only effect, or effect the other way, or a change in a side signal; inactive = no such curve, though single readings can be large or run the other way; the % refers to the polarisation; also: potency is read from the fitted curve at half-maximal effect; % of control where 0% means no effect; many of its hits are not listed in these tables
# MLL CXXC-DNA inh: qHTS Fluorescence Polarization Assay for Inhibitors of MLL CXXC domain - DNA interaction | Histone-lysine N-methyltransferase 2A (Homo sapiens), Q03164 | MLL-CXXC / FITC-HOXA9 DNA fluorescence polarization | Potency, µM (series often up to 115 µM), for the others: at the highest dose activity change, negative = inhibition, most hits filed as inhibitors | actives 0.037% (n = 290,000) | AID 2662, 2010; active = well fitted inhibition curve with a large enough effect in the polarisation, with a control signal flat, not every such curve was filed as active; inconclusive = small, poorly fitted or top-dose-only effect, or effect the other way, or a change in a side signal; inactive = no such curve, though single readings can be large or run the other way; the % refers to the polarisation; also: potency is read from the fitted curve at half-maximal effect
#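 Fluorescence polarization: 7 uM MLL-CXXC (stock) preincubated 5 min with compounds, then 50 nM fluorescein-HOX-A9 DNA (stock) added; 30 min ambient. Buffer 50 mM Tris-HCl pH 7.5, 50 mM NaCl, 1 mM DTT, 0.05% BSA.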
# PTAP TSG101 blk: qHTS Assay for Iinhibitors of HIV-1 Budding by Blocking the Interaction of PTAP/TSG101 | Tumor susceptibility gene 101 protein (Homo sapiens), Q99816 | AID 493005, 2010 | 340,000 tested, under 10 active | Potency, µM (series often up to 115 µM), for the others: at the highest dose activity change, negative = inhibition, usual class: inhibitors | Fluorescence polarization, FITC-PTAP peptide / Tsg101 binding; active = well fitted inhibition curve with a large enough effect in the main read-out, with a control signal flat, not every such curve was filed as active; inconclusive = small, poorly fitted or top-dose-only effect, or effect the other way, or a change in a side signal; inactive = no such curve, though single readings can be large or run the other way; also: potency is read from the fitted curve at half-maximal effect; % of control where 0% means no effect
# Target sequence (Q99816 whole entry, looked up): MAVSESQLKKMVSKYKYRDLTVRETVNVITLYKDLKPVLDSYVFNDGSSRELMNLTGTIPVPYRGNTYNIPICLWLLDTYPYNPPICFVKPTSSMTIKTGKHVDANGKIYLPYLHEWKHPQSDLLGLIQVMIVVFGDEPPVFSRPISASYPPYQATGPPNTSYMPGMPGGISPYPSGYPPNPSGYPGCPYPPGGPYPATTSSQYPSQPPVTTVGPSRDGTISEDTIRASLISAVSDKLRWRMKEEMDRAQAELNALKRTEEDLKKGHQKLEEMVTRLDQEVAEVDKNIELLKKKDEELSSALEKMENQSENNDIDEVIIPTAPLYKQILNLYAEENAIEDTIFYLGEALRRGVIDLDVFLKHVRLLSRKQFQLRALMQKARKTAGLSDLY
#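 Fluorescence anisotropy tracks displacement of a FITC-tagged PTAP peptide (50 nM) from the Tsg101 binding domain (10 uM), following a 20 min room-temperature incubation at pH 7.5.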
# ASM inhibitor: Inhibitors of Secretory Acid Sphingomyelinase (S-ASM): qHTS; placental ASM, HMU-PC fluorogenic substrate, 60 min; Potency, µM (titrated, usually from 57.5 µM), inactives show at the top dose activity change, negative = inhibition, hits mostly inhibitors; actives 0.006% (n = 340,000); AID 504937, 2011; also: potency is read from the fitted curve at half-maximal effect
#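 Fluorescence read-out (Ex 386 nm, Em 447 nm) after stopping the reaction at pH 10. Enzyme: ASM from human placenta; substrate HMU-PC0, 9 uM final; 60 min, 37 °C. Compound preincubation 10 min, ambient temperature.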
# TSHR antag: Antagonists of the Thyroid Stimulating Hormone Receptor: HTS campaign; Thyrotropin receptor (Homo sapiens), P16473; TSHR-expressing cells, TSH-stimulated cAMP HTRF, 2 h; hits give low values; activity change, negative = inhibition, % at 11.5 µM; actives 0.2% (n = 330,000); AID 504810, 2011;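 active = activity change below a set negative limit, meaning inhibition stronger than a set level, cut at about -70% in these data; inconclusive = activity change between two set negative limits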; also: % is scaled to controls: 0 for no effect and ±100 for the full control effect
#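 TSHR-expressing cells, 200/well, pre-treated with compound, then stimulated with EC80 TSH (4nM final) for 2 hours at 37 deg C. cAMP measured by competitive HTRF: anti-cAMP cryptate antibody in lysis buffer plus cAMP-d2, read after 30 minutes at room temperature.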
# AT treatment: qHTS Assay for Identifying a Potential Treatment of Ataxia-Telangiectasia; […] A-T fibroblasts, KAP-1 phosphorylation AlphaLISA; neocarzinostatin DNA damage 30 min before lysis; actives 0.19% (n = 320,000); Potency, µM (titrated, usually from 57.5 µM), for the others: top-dose activation, actives largely listed as activators; AID 485349, 2010; also: potency is read from the fitted curve at half-maximal effect; % of control where 0% means no effect; nearly all actives have a fitted effect of over 45% in size
#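 hTERT-immortalized A-T patient fibroblasts ([…]), 500 cells/well in OPTI-MEM, 1% FBS, got compounds for 60 min, then NCS for 30 min at 37C. Lysates were then assayed for phospho-KAP-1 by AlphaLISA (anti-pKAP1 donor, anti-KAP1 acceptor beads), 6 hr at 25C.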
# MBNL1 CUG block: qHTS Assay for Inhibitors of MBNL1-poly(CUG) RNA binding. Muscleblind-like protein 1 (Homo sapiens), Q9NR56. actives 0.036% (n = 280,000). Potency, µM (top dose mostly 57.5 µM), for the others: top-dose activity change, negative = inhibition, hits mostly inhibitors. AID 2675, 2010. TR-FRET MBNL1-His/biotin-(CUG)12 binding, 665/545 ratio; active = well fitted inhibition curve with a large enough effect in the signal ratio, with a control signal flat, not every such curve was filed as active; inconclusive = small, poorly fitted or top-dose-only effect, or effect the other way, or a change in a side signal; inactive = no such curve, though single readings can be large or run the other way; the % refers to the signal ratio; also: potency is read from the fitted curve at half-maximal effect; % is scaled to controls: 0 for no effect and ±100 for the full control effect
# Target sequence (Q9NR56 whole entry, looked up): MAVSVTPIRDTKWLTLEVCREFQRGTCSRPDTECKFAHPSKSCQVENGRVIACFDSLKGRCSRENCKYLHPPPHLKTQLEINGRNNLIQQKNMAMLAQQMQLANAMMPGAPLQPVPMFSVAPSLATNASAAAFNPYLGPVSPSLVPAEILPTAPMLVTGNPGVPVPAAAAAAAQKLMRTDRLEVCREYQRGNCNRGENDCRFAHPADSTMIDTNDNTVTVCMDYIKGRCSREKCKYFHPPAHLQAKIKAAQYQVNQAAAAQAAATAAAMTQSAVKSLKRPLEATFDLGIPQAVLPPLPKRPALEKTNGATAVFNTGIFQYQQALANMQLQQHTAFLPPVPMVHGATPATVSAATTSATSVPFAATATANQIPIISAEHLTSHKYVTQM
#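 His-tagged MBNL1 binding to biotinylated (CUG)12 RNA was measured by TR-FRET using terbium anti-His antibody (0.055 ng/ul final) and streptavidin-XL665 (5 nM final). Compounds were titrated 92 nM to 58 uM; 60 min at room temperature.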
# a7 integrin act: qHTS for Activators of Integrin-Mediated Alleviation for Muscular Dystrophy. actives 0.064% (n = 350,000). Potency, µM (series often up to 38.3 µM), without a hit: at the highest dose activation, actives largely listed as activators. AID 624291, 2012. alpha7betagal myoblasts, beta-gal FDG fluorescence, 48 h;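 also: potency is read from the fitted curve at half-maximal effect; 100% = response of the positive control SU9516; nearly all actives have a fitted effect of over 60% in size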
#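 alpha7betagal+/- myoblasts (passage 13, 250/well) treated 48 h at 37C with compounds at 1:260 dilution of DMSO stock. Lysed, then beta-galactosidase activity read as FDG fluorescence (ex 480/em 540) after 30 min, with pre-read for autofluorescence.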
# TCR activator: Activators of T cell receptors: qHTS campaign | primary human leukocytes, anti-CD3, IL-2 HTRF, 48 h | Potency, µM (top dose mostly 9.22 µM), inactives show at the top dose activation of IL-2 secretion, most hits filed as activators | 330,000 tested, under 10 active | AID 504894, 2011; also: % of control where 0% means no effect
#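 48 hr co-incubation of compounds, a-CD3 beads and primary human leukocytes; IL-2 quantified homogeneously by HTRF with anti-IL-2 K and d2 conjugates.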
# Mito fusion yeast: qHTS Assay for Small Molecule Inhibitors of Mitochondrial Division or Activators of Mitochondrial Fusion; actives 0.23% (n = 320,000); S. cerevisiae fusion-defective mutant growth rescue, CellTiterGlo 48 h; AID 485298, 2010; Potency, µM (doses to about 46.1 µM), for the others: at the highest dose growth rescue (activation), actives largely listed as activators;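 also: potency is read from the fitted curve at half-maximal effect; % of control where 0% means no effect; nearly all actives have a fitted effect of over 45% in size; temperature-sensitive fusion mutants such as fzo1-1 at 37 °C on non-fermentable ethanol glycerol medium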
#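 Compounds are tested for their ability to restore growth of mitochondrial fusion-defective yeast strains at non-permissive 37C in YPEG medium over 48 hours. Viability is quantified by luciferase luminescence.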
# * = called active by the depositor; ? = inconclusive; . = no result given; [ ] = remark or other dose. Unless noted, calls follow the shape of the dose curve; as a rule, active = well fitted curve in the direction sought with a large enough effect; inconclusive = small, poorly fitted or top-dose-only effect, or another doubt; inactive = no such curve, though single readings can be large; an effect the other way counts as inactive or inconclusive.
SMILES,Menin MLL FP TR,MLL CXXC-DNA inh,PTAP TSG101 blk,ASM inhibitor,TSHR antag,AT treatment,MBNL1 CUG block,a7 integrin act,TCR activator,Mito fusion yeast
O=C(CN1CCN(c2ccccc2)CC1)Nc1ccccc1Sc1ccccc1,5%,6%,-6%,-13%,-31,4%,-24%,-11%,3%[46.1 µM],23%
Cc1cc(C)c(S(=O)(=O)N2CCOC2CNC(=O)C(=O)NCc2ccncc2)c(C)c1 (configuration not stated),.,-18%,-3%,1%,-2,-1%,0%,-23%,-1%,-1%
COc1ccc([C@H]2CC(=O)C=C(c3ccc(OC)c(OC)c3)C2)cc1,.,.,-2%,34%[activator],-9,16%,.,19%,2%,13%
COc1cc(C(=O)N/N=C/c2ccc(OC(=O)c3ccccc3Cl)c(OC)c2)ccc1O,?,129%[activator],-1%,-23%,-13,-2%,13%,5%,-4%,6%
COc1ccc(-n2c(SCC#N)nc3ccccc3c2=O)cc1,-13%,10%,-10%,4%,7,0%,-3%,-3%,-1%,10%
COc1cc2c(cc1OC)CN(C(=O)CCNC(=O)c1ccccc1Cl)CC2,.,.,-4%,1%,.,5%,.,24%,-4%,.
O=C(CCc1nc2ccccc2c(=O)[nH]1)Nc1nnc(SCc2ccccc2F)s1,.,.,3%,-2%,-2,-1%,.,-29%,2%,-2%
O=Cc1ccc(OCC(=O)Nc2ccccc2-c2ccccc2)cc1,-9%,18%,0%,2%,-3,0%,-6%,-131%[inhibitor],4%,-3%
CCOC(=O)C1(c2ccccc2)NC(c2ccccc2C)C2C(=O)N(c3ccc4c(c3)OCO4)C(=O)C21 (configuration not stated),-1%,-1%,-2%,-2%,-8,-3%,5%,5%,-5%[46.1 µM],5%
CCOc1ccc2c(c1)nc(SCC(=O)c1cccs1)n2C,2%,-3%,-2%,-1%,22,6%,4%,-22%,-1%,-11%
CC(=O)c1ccc(Nc2nc(-c3ccccc3)nc3ccccc23)cc1,.,.,0%,46%[activator],.,.,.,5%,-1%,.
O=S(=O)(CCN1CCOCC1)c1ccc(Cl)cc1,.,.,-4%,1%,.,.,.,2%,-6%,.
CCc1ccccc1Nc1nc(N)nc(CSc2nnnn2C)n1,-12%,-5%,-3%,-3%,13,1%,-9%,17%,-5%,3%
C=CCN(C(=O)c1csnn1)C(C(=O)NC1CCCC1)c1ccccc1F (configuration not stated),-11%,-1%,3%,6%,3,1%,-8%,-27%,4%,6%
O=C(COC(=O)C1CCCCC1)Nc1ccc([N+](=O)[O-])cc1,?,-10%,0%,-2%,5,-8%,?,30%,-30%,0%
COc1nc(N/N=C/c2cc3c(cc2Br)OCO3)nc(N2CCOCC2)n1,?,-9%,-7%,6%,-21,-1%,0%,36%,.,0%
Cn1cnnc1SCC(=O)Nc1ccc(Br)cc1F,.,-6%,-3%,-1%,3,-1%,3%,14%,-4%,-1%
Oc1ccc(C2=NNC(c3ccc(O)cc3)=NN2)cc1,-1%,7%,-2%,1%,-2,-4%,-13%,6%,1%,2%
O=C(Nn1c(C2CCCCC2)nc2ccccc2c1=O)c1ccc([N+](=O)[O-])cc1Cl,?,-5%,-6%,0%,1,-6%,10%,-1%,-2%[46.1 µM],0%
COc1ccc(CN(C)C(=O)C2CCN(C(=O)Nc3ccccc3)CC2)cc1OC,.,.,-7%,7%,7,-4%,.,20%,0%,-7%
CCOC(=O)c1ccc(S(=O)(=O)N2CCN(CC(O)COc3ccc(C#N)cc3)CC2)cc1 (configuration not stated),2%,-4%,0%,-4%,-5,6%,-9%,17%,3%,-2%
Cc1ccc(/C=N/NC(=O)CSc2nc3ccccc3o2)cc1,2%,15%,-6%,-2%,3,4%,-22%,6%,1%[46.1 µM],4%
Cc1nn(CCC(=O)NNC(=S)Nc2ccccc2)c(C)c1Br,-13%,-7%,-3%,0%,-1,1%,1%,31%,-1%[46.1 µM],0%
CCOC(=O)N1CCC(Nc2c(-c3ccc(C)c(C)c3)c(=O)c2=O)CC1,7%,-8%,11%,-5%,-2,-3%,?,0%,-23%,3%
CCCC(C(=O)NC1CCCCC1)N(Cc1ccco1)C(=O)CNS(=O)(=O)c1ccccc1 (configuration not stated),-3%,8%,-2%,0%,-8,2%,-6%,22%,7%,-2%
# Later entries:
SMILES,Menin MLL FP TR,MLL CXXC-DNA inh,PTAP TSG101 blk,ASM inhibitor,TSHR antag,AT treatment,MBNL1 CUG block,a7 integrin act,TCR activator,Mito fusion yeast
CS(=O)(=O)c1cccc(-c2nnc(NC(=O)c3ccc4ncsc4c3)o2)c1,.,.,1%,0%,7,8%,.,5%,6%,0%
O=C(COC(=O)/C=C/c1cccc(C(F)(F)F)c1)NC(=O)NC1CCCC1,.,.,-4%,-4%,-2,-7%,.,12%,1%,4%
CCCCn1c(N)c(N(CCOC)C(=O)c2ccc(-c3ccc(Cl)cc3)o2)c(=O)[nH]c1=O,.,.,-7%,33%[activator],5,-9%,.,14%,1%,4%
COc1ccc(CN2CCN(c3ccccn3)CC2)cc1OCc1ccccc1,-7%,5%,-1%,7%,-7,-5%,-8%,-37%,-4%,3%
O=C(Cc1ccccc1Cl)NCc1cccnc1,-6%,-8%,-6%,1%,24,-8%,-5%,-33%,11%,1%
Cc1cccc(CS(=O)(=O)Cc2ccc(C(=O)NCCCN3CCOCC3)o2)c1,-21%,-4%,-1%,2%,12,-1%,-13%,12%,-5%,-2%
COc1ccc(N2CCN(C3=CC(=O)N(c4cccc(Cl)c4)C3=O)CC2)cc1,?,2%,0%,?,-12,-4%,.,13%,3%,4%
CC1(c2nnc(-c3ccc(F)cc3)o2)CC(c2ccc([N+](=O)[O-])cc2)=NO1 (configuration not stated),.,1%,1%,-5%,-8,29%,?,24%,-2%,17%
O=C(CSc1ncn[nH]1)Nc1ccccc1-c1ccccc1,22%,10%,-1%,2%,8,-3%,9%,-18%,1%,2%
COCC(=O)NC(C)c1nc2ccccc2[nH]1 (configuration not stated),-11%,11%,-2%,8%,6,-1%,3%,13%,5%,-3%
Cc1cc(OCC(=O)Nc2c(C)n(C)n(-c3ccccc3)c2=O)ccc1[N+](=O)[O-],-9%,5%,-1%,1%,-3,3%,9%,14%,11%,3%
O=C(CSc1nc(-c2ccc(F)cc2)cs1)NCCN1C(=O)CSC1=O,20%,6%,1%,-4%,1,-2%,-1%,-2%,-3%,3%
CC[C@@]1(C(=O)OC)N[C@H](CN(C)S(=O)(=O)c2ccc(-c3ccccc3)cc2)[C@@H]2C(=O)N(C)C(=O)[C@@H]21,.,.,7%,-11%,10,5%,.,6%,0%,.
C=CCn1c(=S)[nH]c2scc(-c3cccs3)c2c1=O,?,-1%,-4%,-2%,-7,1%,325%[activator],?,-3%,2%
O=C(NCCCCCCCCCNC(=O)C(F)(F)F)C(F)(F)F,14%,3%,-7%,-1%,-12,14%,17%,22%,.,4%
O=C(Nc1ccccn1)c1ccc([N+](=O)[O-])o1,0%,22%,-2%,23%,-1,9%,.,-52%[inhibitor],0%,7%
CN1CC(COCc2ccccc2)Oc2ccccc2S1(=O)=O (configuration not stated),.,.,-2%,0%,1,2%[11.5 µM],.,-1%,-2%[46.1 µM],.
CCOCCCNC(=O)C(NC(=O)c1ccc2c(c1)OCO2)c1ccc(OC)cc1 (configuration not stated),-1%,-1%,-6%,5%,5,5%,-5%,3%,11%,-1%
CCCCC(=NCCc1c(C)[nH]c2ccc(OC)cc12)C1=C(O)CC(c2ccccc2)CC1=O (configuration not stated),-17%,3%,-2%,-7%,-13,-7%,.,-3%,2%,2%
COC(=O)c1sc(NC(=O)CSc2nnc(Cn3nnc4ccccc43)n2C)nc1C,-16%,11%,-1%,5%,-3,1%,.,20%,1%[46.1 µM],-5%
CCOc1ccc2[nH]c(=O)c(CN(CCCN3CCOCC3)Cc3nnnn3Cc3ccc(OC)cc3)cc2c1,-17%,2%,-1%,55%[activator],12,0%,25%,-8%,5%,2%
Cc1cc(C)nc(SCSc2nc(C)cc(C)n2)n1,-2%,21%,0%,4%,-19,-3%,-5%,27%,-4%,4%

# Some of the compounds tested; rates above refer to the full screens.
